Screens from PubChem BioAssay.
WT yeast gro inh – growth inhibition of WT yeast, mitochondrial fusion screen | mitochondrial fusion phenotypic screen, WT strain | inhibition, % at 10 µM | actives 2.1% (n = 190,000); in the data active = inhibition above about 58%; tested in S. cerevisiae
NTR1 ag – NTR1-driven beta-arrestin-GFP spot formation – imaging, U2OS cells, high content, primary screen (AID 493036); P30989; agonist mode; activation, % at 20 µM; actives 0.17% (n = 330,000);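 active = activation at or above 40% of the spot to cytoplasm intensity ratio, with at least 20 cells analyzed; inconclusive = wells under 20 cells, flagged as cytotoxic or low count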;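 note: 0% = DMSO without peptide and 100% = 100 nM NTR1 peptide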
Target sequence (P30989 whole entry, looked up): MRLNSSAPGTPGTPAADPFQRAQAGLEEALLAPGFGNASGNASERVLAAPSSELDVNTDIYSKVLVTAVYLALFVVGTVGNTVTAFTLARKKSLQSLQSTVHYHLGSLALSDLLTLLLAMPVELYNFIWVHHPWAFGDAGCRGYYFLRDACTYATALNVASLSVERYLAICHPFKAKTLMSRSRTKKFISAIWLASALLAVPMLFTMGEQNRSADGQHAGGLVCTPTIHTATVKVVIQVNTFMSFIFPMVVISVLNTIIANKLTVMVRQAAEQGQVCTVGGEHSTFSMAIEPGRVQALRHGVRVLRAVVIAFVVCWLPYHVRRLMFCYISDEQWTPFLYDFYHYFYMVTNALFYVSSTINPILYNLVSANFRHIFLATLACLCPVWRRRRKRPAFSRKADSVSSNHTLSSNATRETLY
RSV antiviral HEp-2 – inhibition of RSV-induced cytopathic effect – HEp-2 cells, primary 10 µM value included (AID 2391) | HEp-2 cells, RSV-induced CPE inhibition; higher % means a stronger effect | CPE inhibition, % at 10 µM, or IC50 in µM where a hit was titrated | actives 0.13% (n = 310,000); in the data active = a potency from the dose series; inconclusive = CPE inhibition mostly from about 23% at the one dose, without a potency; inactive = the rest, 99 in 100 with CPE inhibition below about 21%; note: strong numbers were not always called active
LYP phosphatase – inhibitors of LYP phosphatase, biochemical, fluorescence intensity, uHTS (AID 1779); recombinant LYP phosphatase, fluorescence intensity; higher % means a stronger effect; inhibition, % at 11.5 µM, or IC50 in µM where a hit was titrated; actives 0.054% (n = 290,000); in the data active = inhibition above about 50%;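 note: plate controls were vehicle with enzyme for no effect and no enzyme for full effect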
GPR35 arrestin U2OS – inhibition of zaprinast-stimulated GPR35 beta-arrestin translocation – imaging, U2OS, beta-arrestin-GFP, zaprinast agonist, primary screen (AID 2058). U2OS GPR35 beta-arrestin-GFP translocation imaging, zaprinast antagonism; higher % means a stronger effect. inhibition, % at 10 µM; hits with a dose series show IC50 in µM. actives 0.052% (n = 290,000);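 active = inhibition of at least 50% with at least 30 cells and total cytoplasm GFP at most 10,000,000; inconclusive = under 30 cells or total GFP of 10,000,000 plus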
AID2073 – inhibitors of Mint1-CaV2.2 protein interaction, biochemical, HTRF (AID 2073); HTRF protein-protein interaction, Mint1-CaV2.2; higher % means a stronger effect; inhibition, % at 20 µM; hits with a dose series show IC50 in µM; actives 0.19% (n = 290,000); in the data active = inhibition mostly above about 51%, no sharp cut-off; inconclusive = no clear call, values can overlap the other calls; inactive = mostly below about 53%; note: some results filed as inactive read as strong as hits
Dengue-2 NS5 capping – Dengue-2 NS5 methyltransferase inhibitors, primary screen, biochemical, confirmation dose response (AID 588689) | Dengue-2 NS5 methyltransferase capping enzyme assay, biochemical; higher % means a stronger effect | one-dose inhibition, % at 25 µM; IC50 in µM for titrated hits | actives 0.3% (n = 340,000); in the data active = a potency from the dose series; inconclusive = inhibition above about 29% without an active follow-up result
Autophagy HCS – alters autophagy in cells; AID 463193; actives 0.98% (n = 190,000); calls only at 10 µM (by protocol); MEF GFP-LC3 puncta imaging; test concentration mostly 10 µM;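 active = percentage of spot-positive cells more than 3 SD above its plate mean, without a fluorescence outlier flag or 80% toxicity; inconclusive = no clear call, values can overlap the other calls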;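 note: spot-positive cell cutoff set from DMSO-treated cells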
K1F lysis inhibition – inhibition of K1F phage lysis, E. coli UTI89, bacterial capsule biogenesis inhibitors, alamar blue (AID 488966) | E. coli UTI89 K1F phage lysis, alamar blue, 2 h; higher % means a stronger effect | inhibition, % at 100 µM; hits with a dose series show IC50 in µM | actives 0.02% (n = 340,000);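 active = phage lysis inhibition, versus mean bacterial control, above a set limit; inconclusive = no clear call, values can overlap the other calls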;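 note: capsule biogenesis inhibitors block K1F phage lysis so surviving cells raise fluorescence; higher fluorescence means more inhibition of phage lysis; actives were called in the ten point dose series up to 300 µM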
WT yeast gro inh mutant strain – further read-out of WT yeast gro inh, marked with its call; inhibition, %; mitochondrial fusion phenotypic screen, mutant strain inhibition
Autophagy HCS cell loss 18 h – recorded beside Autophagy HCS, whose call it bears; toxicity, %; measured here: cell loss, nuclei count;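 cell loss after 18 h compound exposure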
NTR1 ag cell count 20 µM – further read-out of NTR1 ag, marked with its call; cell count; measured here: cell count, cytotoxicity flag
Dengue-2 NS5 capping pilot replicate – further read-out of Dengue-2 NS5 capping, marked with its call; inhibition, %; measured here: pilot screen replicate inhibition
The depositor's hits bear a star; i = inactive; ? = inconclusive; . = not tested or not shown; [ ] = another dose, or the depositor's remark.

SMILES	WT yeast gro inh	WT yeast gro inh mutant strain	NTR1 ag	NTR1 ag cell count 20 µM	RSV antiviral HEp-2	LYP phosphatase	GPR35 arrestin U2OS	AID2073	Dengue-2 NS5 capping	Autophagy HCS	Autophagy HCS cell loss 18 h	K1F lysis inhibition	others
C=CCC1CCCCC12NC(=O)NC2=O (centres undefined)	28	13	-1.5	84	3.3%	-6%	9%	3%	-1%	i	-24	0.4%
CCN=C1Sc2nc3ccc(OCC)cc3cc2CN1CCOC	-29	-7	-1.2	82	2.3%	-6%	-3%	-24%	-6%	i	-10	2.9%
CCN1CCc2c(OCC(=O)N3CCCc4ccccc43)cccc2C1=O	-1	-12	0.1	59	8.6%	4%	-14%	-2%	-2%	i	1	0.2%
O=C(NC1=NCCS1)c1cc(-c2ccccc2)nn1-c1ccccc1	.	.	4.7	95	0.7%	0%	15%	1%	-5%	.	.	0.2%
O=C(c1ccccc1)C1CCN(C(=O)c2ccc(Cl)cc2)CC1	.	.	-0.2	87	4.6%	-8%	1%	10%	1%	.	.	0.0%
Cc1cc2oc(=O)cc(CN3CCOCC3)c2c(C)c1Cl	.	.	1.8	93	1.7%	-3%	6%	-4%	-5%	.	.	-0.5%[50 µM]
CCOC(=O)c1c(CSc2ccc(C)cc2)oc2ccc(O)cc12	7	3	45*	50*	10%	0%	-2%	-2%	-2%	i	-3	5.9%
COc1ccc(CCNC(=S)Nc2cccc(C)c2)cc1	31	21	-1.0	49	11%	-3%	2%	-2%	0%	i	-10	0.6%
COc1cccc(-c2nc(C#N)c(N3CCN(C(=O)c4ccco4)CC3)o2)c1	.	.	0.6	57	2.0%	-10%	-9%	11%	-10%	.	.	0.7%[50 µM]
Cn1c(=O)c(-c2cccc(Cl)c2)c(O)c2ccccc21	.	.	1.9	46	1.4%	.	.	.	4%	.	.	0.2%
O=C(CCC(=O)Nc1ccccc1)N/N=C/c1cccnc1	.	.	1.8	66	1.5%	-4%	-5%	-6%	-9%	.	.	0.6%[50 µM]
COc1ccc(Cl)cc1NC(=O)COc1ccc(S(=O)(=O)N2CCOCC2)cc1C	.	.	5.7	53	0.1%	-11%	-18%	-24%	-9%	.	.	0.5%
Cc1ccc(NC(=O)CSc2nnc(COc3ccccc3C)o2)cc1	-3	-9	4.2	70	4.2%	0%	4%	26%	-1%	i	4	0.2%
c1ccc(C2CSc3ccccc3N2)cc1 (centres undefined)	.	.	2.8	72	0.3%	-6%	0%	-24%	-4%	.	.	0.1%
Cc1cccc(C(=O)Nc2cc(OCc3cccc(F)c3)c(Cl)cc2Cl)c1	17	10	-0.1	69	0.5%	4%	-11%	17%	-7%	i	12	0.0%
Cc1ccc(C23CC4CC(CC(C(=O)NC(C)C)(C4)C2)C3)cc1	.	.	0.3	52	6.0%	-9%	-11%	-4%	6%	.	.	0.0%	Dengue-2 NS5 capping pilot replicate=-0.9
O=S(=O)(Nc1cccc(-c2ccc3nncn3n2)c1)c1ccccc1F	.	.	0.0	54	0.2%	.	.	.	-9%	.	.	-0.6%[50 µM]
CCc1ccccc1N(CC(=O)N/N=C/c1ccc(OC(=O)OC)c(OC)c1)S(C)(=O)=O	7	10	1.6	52	-0.8%	-2%	-1%	36%	-4%	i	2	0.0%
COc1ccc(C2=NS(=O)(=O)N(C)C(C(=O)N3CCOCC3)=C2)cc1OC	.	.	2.9	81	2.6%	-7%	14%	-2%	-3%	.	.	3.7%
C/C(=N\NC(=O)c1ccc(Cl)c(S(=O)(=O)Nc2ccccc2Cl)c1)c1ccncc1	-6	5	0.9	66	3.9%	-2%	0%	3%	-7%	i	15	-0.2%
c1ccc(CN2CCN(C(c3ccccc3)c3nnnn3Cc3ccccc3)CC2)cc1 (centres undefined)	5	5	-0.8	63	1.9%	-6%	6%	-5%	-5%	i	-5	1.2%
O=C(Nn1c(-c2ccccc2)nc2ccccc2c1=O)c1ccco1	20	14	-2.7	63	2.5%	-2%	4%	21%	-9%	i	-1	6.4%
Cc1c(C(=O)Nc2ccccc2)sc2nc(-c3ccccc3)cn12	14	-27	2.3	53	19%	5%	-2%	0%	-3%	i	4	-0.1%	Dengue-2 NS5 capping pilot replicate=3.3
Cc1ccc(S(=O)(=O)c2nnn3c2nc(NC2CCN(Cc4ccccc4)CC2)c2ccccc23)cc1C	.	.	1.8	48	4.8%	-15%	-2%	41%	15%	.	.	0.8%
CCn1cc(C(=O)NCCCN2CCCC(C)C2)c(=O)c2cc(S(=O)(=O)N3CCc4ccccc4C3)ccc21 (centres undefined)	6	-13	2.7	36	?	1%	15%	2%	-9%	i	3	0.4%

Reprinted from the part before: five compounds, followed by the next part.
SMILES	WT yeast gro inh	WT yeast gro inh mutant strain	NTR1 ag	NTR1 ag cell count 20 µM	RSV antiviral HEp-2	LYP phosphatase	GPR35 arrestin U2OS	AID2073	Dengue-2 NS5 capping	Autophagy HCS	Autophagy HCS cell loss 18 h	K1F lysis inhibition	others
c1ccc(CN2CCN(C(c3ccccc3)c3nnnn3Cc3ccccc3)CC2)cc1 (centres undefined)	5	5	-0.8	63	1.9%	-6%	6%	-5%	-5%	i	-5	1.2%
O=C(Nn1c(-c2ccccc2)nc2ccccc2c1=O)c1ccco1	20	14	-2.7	63	2.5%	-2%	4%	21%	-9%	i	-1	6.4%
Cc1c(C(=O)Nc2ccccc2)sc2nc(-c3ccccc3)cn12	14	-27	2.3	53	19%	5%	-2%	0%	-3%	i	4	-0.1%	Dengue-2 NS5 capping pilot replicate=3.3
Cc1ccc(S(=O)(=O)c2nnn3c2nc(NC2CCN(Cc4ccccc4)CC2)c2ccccc23)cc1C	.	.	1.8	48	4.8%	-15%	-2%	41%	15%	.	.	0.8%
CCn1cc(C(=O)NCCCN2CCCC(C)C2)c(=O)c2cc(S(=O)(=O)N3CCc4ccccc4C3)ccc21 (centres undefined)	6	-13	2.7	36	?	1%	15%	2%	-9%	i	3	0.4%
Cc1c(C(=O)N/N=C/c2ccc(N(C)C)cc2)[nH]c2ccc(Cl)cc12	-5	-16	8.5	68	0.7%	-4%	-6%	42%	-11%	i	39	0.4%
Cc1nnc2c(N3CCN(C(=O)c4ccco4)CC3)nc3ccccc3n12	.	.	0.4	55	0.9%	-3%	-8%	3%	-2%	.	.	1.8%
COc1ccc(/C=N/NC(=O)c2ccco2)cc1OCc1ccccc1	.	.	-1.0	50	.	-1%	-2%	19%	3%	.	.	1.3%
S=C(Nc1cccc2ccccc12)NC1CCCCC1	75*	29*	3.1	43	3.0%	-1%	-2%	-14%	-1%	i	8	0.0%
Cc1nn(-c2cccc(Cl)c2)c2c1C(c1cccnc1)C(C#N)=C(N)O2 (centres undefined)	3	16	-0.9	89	2.5%	-10%	-10%	-6%	7%	i	7	-0.4%
CCOc1ccc(S(=O)(=O)NCCC(=O)N2CC(C)CC(C)C2)cc1 (centres undefined)	.	.	1.4	45	9.7%	.	.	.	3%	.	.	0.4%[50 µM]
CC(=O)Nc1ccc(S(=O)(=O)N(C)CC(=O)OCC(=O)Nc2cc(C)on2)cc1	.	.	0.7	104	0.6%	.	.	.	-5%	.	.	0.8%[50 µM]
COc1ccc(Cl)cc1NC(=O)N1CCN(c2ccccc2OC)CC1	.	.	0.5	37	.	-8%	2%	-8%	-2%	.	.	-0.8%
COc1ccc(N2C(=O)CC(N3CCN(S(=O)(=O)c4ccc(Cl)cc4)CC3)C2=O)cc1 (centres undefined)	7	6	1.2	49	1.0%	2%	-7%	3%	-14%	i	-11	-0.8%
Cc1c(CCOC(=O)c2cc([N+](=O)[O-])ccc2Cl)sc[n+]1CCCCS(=O)(=O)[O-]	22	2	0.3	36	0.8%	-10%	-9%	4%	-9%	i	0	-0.3%
CCOC(=O)Nc1ccc2c(c1)N(C(=O)CCN(C)C)c1ccccc1S2	-15	3	7.6	89	10%	-5%	-1%	-11%	-16%	i	-5	-0.1%
CCN(CC(=O)NC(=O)NC1CCCCC1)Cc1ccccc1	.	.	-0.5	61	-0.5%	.	.	.	3%	.	.	1.5%[50 µM]
COC(=O)c1cc(-c2ccc(OC)c(OC)c2)on1	-9	5	-2.2	48	0.3%	2%	15%	17%	-2%	i	-2	2.1%
COn1c(=O)c(=O)n(OC)c2ccccc21	-19	-13	0.3	48	0.9%	-8%	-16%	0%	-3%	i	-22	0.2%
COc1ccccc1/C=N/N1C(=O)C2C3C=CC(CC3)C2C1=O (centres undefined)	-12	-23	1.5	49	-1.8%	-9%	22%	-2%	1%	i	-4	-1.7%
COc1ccc(C(=O)COC(=O)c2cccnc2SC)cc1	4	5	-0.5	43	1.7%	3%	-1%	14%	-5%	i	17	0.5%
O=C(CNC(=O)c1ccc(S(=O)(=O)N2CCCC2)cc1)N/N=C/c1ccco1	-14	-16	-1.1	78	0.1%	-2%	-5%	-10%	-6%	i	49	0.1%
Cc1cc(Cl)ccc1NC(=S)N1CCN(C(=O)C2CCCO2)CC1 (centres undefined)	-4	-4	-0.2	67	2.5%	-3%	-1%	-39%	-5%	i	-15	4.3%
CC(=O)Nc1cccc(Oc2ncnc3scc(-c4ccc(C)cc4)c23)c1	-4	-23	4.7	94	8.8%	1%	0%	8%	-5%	i	-2	-0.4%
O=C(CSc1ccc(-c2ccc(F)cc2)nn1)Nc1ccc2c(c1)OCCO2	5	22	3.9	53	0.8%	-7%	1%	3%	3%	i	14	4.7%
Cn1c(NCC(O)c2ccccc2)nc2c1c(=O)n(Cc1ccc(Cl)c(Cl)c1)c(=O)n2C (centres undefined)	.	.	17	81	-1.9%	.	.	.	0%	i	-6	2.7%[50 µM]
CNCC(O)COc1cccc(OC)c1 (centres undefined)	-10	-18	3.1	60	-2.0%	-6%	-1%	6%	6%	i	-7	0.0%
O=C(Nc1ccc([N+](=O)[O-])cc1)Nc1ccc(Cl)cc1F	26	4	7.3	36	8.2%	-6%	-4%	1%	-8%	i	6	4.4%
O=S(=O)(NCc1ccco1)c1cccc(S(=O)(=O)N2CCCCC2)c1	-1	1	-0.5	74	1.8%	-5%	4%	1%	1%	i	-6	-0.6%

Sorted by length of the SMILES (lowest first): 3 of the compounds above
SMILES	WT yeast gro inh	WT yeast gro inh mutant strain	NTR1 ag	NTR1 ag cell count 20 µM	RSV antiviral HEp-2	LYP phosphatase	GPR35 arrestin U2OS	AID2073	Dengue-2 NS5 capping	Autophagy HCS	Autophagy HCS cell loss 18 h	K1F lysis inhibition	others
COc1ccc(C(=O)COC(=O)c2cccnc2SC)cc1	4	5	-0.5	43	1.7%	3%	-1%	14%	-5%	i	17	0.5%
Cc1cc(Cl)ccc1NC(=S)N1CCN(C(=O)C2CCCO2)CC1 (centres undefined)	-4	-4	-0.2	67	2.5%	-3%	-1%	-39%	-5%	i	-15	4.3%
CC(=O)Nc1cccc(Oc2ncnc3scc(-c4ccc(C)cc4)c23)c1	-4	-23	4.7	94	8.8%	1%	0%	8%	-5%	i	-2	-0.4%
